Bioassay records (PubChem BioAssay)
OX1R antag-1: blocks the human orexin 1 receptor. 330,000 compounds, 0.43% hits. O43613. AID 434989. inhibition, % at 5 µM. CHO/OX1R cells, Fluo-8 calcium fluorescence, orexin A;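 active means inhibition above its plate's threshold, mean inhibition of all tested compounds on the plate plus 3 SD, cut at about 37% in these data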;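 further: 0% = orexin A challenge wells and 100% = SB-334867-A antagonist wells; not every result past the cut was called active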
Target sequence (O43613 whole entry, looked up): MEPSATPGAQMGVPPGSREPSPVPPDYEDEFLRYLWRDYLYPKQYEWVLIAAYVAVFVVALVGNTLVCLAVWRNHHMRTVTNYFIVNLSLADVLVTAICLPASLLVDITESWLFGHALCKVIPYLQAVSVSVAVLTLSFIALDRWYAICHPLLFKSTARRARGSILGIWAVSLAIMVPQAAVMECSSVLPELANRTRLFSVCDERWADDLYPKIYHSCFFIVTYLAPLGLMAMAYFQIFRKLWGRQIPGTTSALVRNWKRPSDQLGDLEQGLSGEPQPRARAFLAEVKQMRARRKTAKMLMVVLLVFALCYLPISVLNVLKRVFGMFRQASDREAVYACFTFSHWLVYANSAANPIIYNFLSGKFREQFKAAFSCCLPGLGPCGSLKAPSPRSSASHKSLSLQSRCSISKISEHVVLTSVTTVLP
CHT allo act: allosterically activates the human high affinity choline transporter | Q9GZV3 | CHT-expressing cells, membrane potential dye, choline EC20; stronger effect = higher value; LV-AA mutant CHT in HEK293 cells | B-score at 10 µM | 310,000 compounds, 0.49% hits | AID 488977;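 active means initial fluorescence not abnormally high and integrated response B-score, plate-corrected, over 3 SD above library mean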
Target sequence (Q9GZV3 whole entry, looked up): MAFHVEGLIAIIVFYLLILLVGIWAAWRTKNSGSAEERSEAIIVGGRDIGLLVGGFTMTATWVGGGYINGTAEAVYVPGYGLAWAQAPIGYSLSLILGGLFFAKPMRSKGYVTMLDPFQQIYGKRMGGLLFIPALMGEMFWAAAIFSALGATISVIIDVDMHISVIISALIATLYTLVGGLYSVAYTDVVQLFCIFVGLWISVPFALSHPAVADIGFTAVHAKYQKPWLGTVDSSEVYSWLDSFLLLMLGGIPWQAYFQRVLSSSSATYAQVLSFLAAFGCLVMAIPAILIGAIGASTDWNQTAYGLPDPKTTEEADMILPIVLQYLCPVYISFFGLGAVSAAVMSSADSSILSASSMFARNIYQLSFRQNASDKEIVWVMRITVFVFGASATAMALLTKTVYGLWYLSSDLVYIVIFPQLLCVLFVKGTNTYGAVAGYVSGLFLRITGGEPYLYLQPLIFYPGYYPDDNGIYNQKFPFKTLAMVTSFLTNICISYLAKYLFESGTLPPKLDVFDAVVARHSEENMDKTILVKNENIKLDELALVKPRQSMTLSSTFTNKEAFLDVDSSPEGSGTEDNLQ
OX1R antag-2: OX1R (human) antagonism; 330,000 compounds, 1.8% hits; O43613; inhibition, % at 6.6 µM; AID 485270; OX1R-expressing cells, FRET antagonist read-out; in the data active means inhibition mostly above about 38%, no sharp cut-off; inactive means mostly below about 40%;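 further: 0% = agonist challenge alone and 100% = reference antagonist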
Starred values were filed as active, the others as inactive; i = inactive; x = not tested or not shown.

SMILES | OX1R antag-1 | CHT allo act | OX1R antag-2
O=C(NCC(c1ccco1)N1CCCC1)c1cccc(S(=O)(=O)Nc2ccc(F)cc2)c1 (centres undefined) | -14 | x | 3
CCN(CC)Cc1c(C(=O)OC(C)C)nnn1-c1nonc1N | -6 | i | 11
Cc1ccc(C(=O)CSc2nnc(CNc3ccc(C)cc3C)o2)cc1 | -25 | i | 21
CCOC(=O)c1c(C)[nH]c(C)c1C(=O)COC(=O)CNC(=O)c1ccc(OCC)cc1 | -30 | i | 19
Cc1ccc(S(=O)(=O)N2CCN(C(=O)COC(=O)COc3cccc(C(F)(F)F)c3)CC2)c(C)c1 | -20 | x | 5
NS(=O)(=O)c1ccc(CNC(=O)Cc2c(F)cccc2Cl)cc1 | -8 | i | 2
CN(C)c1cccc(C(=O)OCC(=O)NC(=O)NCc2ccccc2)c1 | -10 | x | -1
N#Cc1c(N)sc2c1CCN(C(=O)OCc1ccccc1)C2 | -18 | i | 9
CN1CCc2ccc(NC(=O)c3ccc(C(F)(F)F)cc3)cc2C1 | -11 | i | 17
O=C(NNC(=O)c1ccccc1-c1ccccc1C(=O)O)c1ccccc1 | 13 | i | 15
CN(C(=O)COc1ccccc1)C1CCS(=O)(=O)C1 (centres undefined) | 2 | i | 10
Cc1cccc(NC(=O)CSCC(=O)Nc2cc(S(=O)(=O)N3CCOCC3)ccc2N2CCCC2)c1 | -21 | i | 11
Cc1ccc(C(=O)N/N=C\C=C\c2ccc(Br)cc2)cn1 | -29 | i | 12
CC1(C)Oc2ccc(C(=O)NC3CCCCC3)cc2N(CC#N)C1=O | -23 | i | 25
Cc1cccc(N2C(=S)NC3c4ccccc4OC2(C)C3C(=O)N(C)C)c1 (centres undefined) | -7 | i | 9
Nc1nc2n(n1)C(c1c(F)cccc1Cl)CC(c1ccc(F)cc1)N2 (centres undefined) | -11 | i | 11
COc1ccc(-c2c(-c3cc(OC)cc(OC)c3)n(C)c3ccc(Br)cc23)cc1 | -1 | x | -3
Cc1nn(C)cc1CN(C)C(=O)c1sc2cccc(Cl)c2c1Cl | -25 | i | 16
CCCCNc1nc2c(c(=O)[nH]c(=O)n2C)n1CCOc1ccccc1 | -3 | i | 10
CN(C)c1ccc(/C=C(\C#N)C(=O)NCc2ccco2)cc1 | 6 | i | 27
COc1cc2c(cc1OC)CN(C(=O)CN1CCN(S(=O)(=O)c3ccc(C)c(C)c3)CC1)CC2 | -52 | i | 17
Cc1sc(NC(=O)c2ccccc2)c(C(c2ccccn2)N2CCN(CCO)CC2)c1C (centres undefined) | -28 | i | 19
Cc1ccc(NC(=O)c2cccs2)cc1[N+](=O)[O-] | -12 | i | 12
COc1ccc(-c2coc3cc(O[C@@H]4O[C@H](CO)[C@@H](O)[C@H](O)[C@H]4O)c(OC)cc3c2=O)cc1 | -7 | x | 13
COC(=O)c1sccc1NC(=O)CSCC(=O)O | -22 | i | 9
Cc1cccc(NC(=O)C2CCN(S(=O)(=O)c3cccc4cccnc34)CC2)n1 | -22 | i | 13
CC(=O)c1sc(Nc2cccc3ccccc23)nc1C | -28 | i | 14
CCC(C)N1CCN(S(=O)(=O)c2ccc3ccccc3c2)CC1 (centres undefined) | -14 | i | -1
CC1CC(C)CN(CCCNC(=O)c2ccc3c(c2)NC(=O)CS3)C1 (centres undefined) | -15 | i | -4
COc1ccccc1CC(=O)Nc1nc(-c2ccc(F)c(F)c2)cs1 | -24 | i | 7
CC(C)(C)c1nc(Sc2ncccc2[N+](=O)[O-])n[nH]1 | -6 | i | 30
O=C(O)CCCCCNc1ccc2nsnc2c1[N+](=O)[O-] | 0 | i | 117*
CNc1nc(C)c(C(=O)c2ccc(Cl)cc2)s1 | -9 | i | 14
COc1cc(NC(=O)c2cccc(Cl)c2)ccc1NC(=O)c1cccs1 | -20 | i | 13
CCOC(=O)COc1ccc2c(c1)C(=O)CC(C)(c1cccnc1)O2 (centres undefined) | -14 | i | 24
COc1ccc(C=C(C#N)C#N)c(CSc2ccccn2)c1 | -24 | i | 4
COc1ccc(/C(C)=N/NC(=O)C2C3CCCCC32)c(OC)c1 (centres undefined) | 4 | i | 6
COc1cc(/C=C(\C#N)c2nc3c(s2)CCCC3)ccc1O | 94* | i | 14
CCCC1CCC(C2=N/C(=C\c3ccc(OC)c(OC)c3)C(=O)O2)CC1 (centres undefined) | -7 | i | 13
CCOC(=O)c1c(NC(=O)COc2ncnc3ccccc23)sc(C)c1CC | -36 | i | 9

2 compounds drawn at random from those above:
SMILES | OX1R antag-1 | CHT allo act | OX1R antag-2
CNc1nc(C)c(C(=O)c2ccc(Cl)cc2)s1 | -9 | i | 14
CCCC1CCC(C2=N/C(=C\c3ccc(OC)c(OC)c3)C(=O)O2)CC1 (centres undefined) | -7 | i | 13

More compounds:
SMILES | OX1R antag-1 | CHT allo act | OX1R antag-2
CCCCC1=CC2=CC(=O)C(C)(OC(=O)CC)C(=O)C2=CN1CCN1CCOCC1 (centres undefined) | -21 | i | 35
Cc1cc(C)nc(-n2ncc3c2CC(c2ccccc2C)CC3=O)n1 (centres undefined) | -11 | i | 18
CCc1ccc(OCCNC(=O)c2ccc(S(=O)(=O)N(C)C)cc2)cc1 | 0 | i | 6
COC(=O)C(C)NC(=O)C1CCCN1S(=O)(=O)c1cc(C)c(Cl)cc1C (centres undefined) | -38 | i | 21
CCOC(=O)CNS(=O)(=O)c1cc(-c2nn(C)c(=O)c3ccccc23)ccc1C | -30 | i | 21
Cc1ccc2oc(-c3cccc(NC(=S)NC(=O)/C=C/c4ccco4)c3)nc2c1 | -31 | i | 11
CCCCCCC(=O)N=Nc1c(O)[nH]c2ccc([N+](=O)[O-])cc12 | -14 | i | 39
CCC(Sc1nc2ccncc2[nH]1)C(=O)Nc1cc(Cl)ccc1C (centres undefined) | -23 | i | 13
COc1ccc(N2CCN(Cc3cc(=O)oc4ccc5ccccc5c34)CC2)cc1 | -23 | i | 5
COc1ccc(C(=O)c2ccc(OC)c3cccc(O)c23)cc1OC | 9 | i | 13
COc1ccc(CC(=O)NCCN2CCCC2)cc1 | -6 | i | 8
CCOC(=O)c1cc(C#N)c(SCc2ccc(C#N)cc2)nc1C | -23 | i | 12
COc1ccc(CN(C)c2ncnc(N)n2)cc1 | -7 | i | 17
COc1ccc(Nc2nccc3c2ncn3C)cc1 | -7 | i | 24
CCc1cccc(C)c1NC(=O)COC(=O)c1ccc2c(c1)S(=O)(=O)c1ccccc1C2=O | -21 | i | 62
CC(C)NC(=O)c1onc(CSc2cccc(F)c2)c1C(=O)O | -5 | i | 40
COC(=O)c1cnn(C(=O)c2ccccc2Br)c1N | -9 | i | 7
O=C(NCc1ccc(F)cc1)c1ccc[nH]1 | -8 | i | -1
Cc1c(C(=O)N2CCOCC2)c(S(=O)(=O)Nc2ccc(F)cc2)c(C)n1C | -20 | i | -3
CC(C)(C)NC(=O)c1cc(-c2ccccc2)n[nH]1 | -6 | i | 20
Cc1ccc(Nc2nc3ccccc3nc2Nc2c(C)n(C)n(-c3ccccc3)c2=O)cc1 | 57* | i | 14
O=C(O)Cn1nnc(COc2ccccc2)n1 | -19 | i | 15
Cc1ccc(C(=O)NC2CCC(C)CC2)s1 (centres undefined) | -12 | i | 20
O=C(/C=C/c1ccc([N+](=O)[O-])s1)N1CCCCC1 | -31 | i | 74*
O=C1S/C(=C/c2ccc(N3CCOCC3)o2)C(=O)N1Cc1ccc(F)cc1 | 6 | i | 19
COc1ccc2c(c1OC)C(=O)N1c3ccccc3C(=O)N(c3ccccc3F)C21 (centres undefined) | -18 | i | 48
O=[N+]([O-])c1cccc(Nc2c3ccccc3nc3ccccc23)c1 | -13 | i | 30
COc1cc(-c2[nH]ncc2CN2CCN(c3cccc(C)n3)CC2)cc(OC)c1OC | -23 | i | 5
CCOC(=O)c1c(/N=C/N(C)C)sc(/C=N/Nc2ccccc2)c1-c1ccccc1Cl | -8 | i | 29
CCSc1nnc(NC(=O)Cc2ccc(OC)c(OC)c2)s1 | -11 | i | 9
CCOc1ccc(N2C(=O)C3=C(C(c4ccc(Cl)cc4)=NCCN3)C2c2cccnc2)cc1 (centres undefined) | -26 | i | 13
N#CC(c1ccc(F)cc1)c1ccc(C(=O)c2ccccc2)cc1 (centres undefined) | 21 | i | 33
O=C(N/N=C/c1ccc(Sc2nc3ccccc3[nH]2)o1)c1ccncc1 | -6 | i | 20
COc1cccc(OCCCCCCN2CCOCC2)c1 | -13 | i | 9
COc1ccc(CNC(=O)C/C(C)=N/NC(=O)c2cc(OC)cc(OC)c2)cc1 | -11 | i | 2
CN(C)CCCNc1oc(/C=C/c2cccs2)nc1S(=O)(=O)c1ccccc1 | 5 | i | 10
Cc1cccc(NC(=O)CCC(=O)N/N=C/c2ccco2)c1 | -4 | i | 11
CCCCCCCCCCCCCCCC(=O)NCCc1c[nH]c2ccccc12 | 4 | i | 10
COc1ccc(OC)c(C2CC(=O)Nc3n[nH]c(-c4ccccc4)c32)c1 (centres undefined) | -27 | i | 21
C[C@H]1CN=C(Nc2ccccc2)N1CC1CCC1 | -7 | i | 20

Reformatted as labelled records: 2 of the compounds above
> Cc1ccc(Nc2nc3ccccc3nc2Nc2c(C)n(C)n(-c3ccccc3)c2=O)cc1
  OX1R antag-1: 57*
  CHT allo act: i
  OX1R antag-2: 14
> CCOc1ccc(N2C(=O)C3=C(C(c4ccc(Cl)cc4)=NCCN3)C2c2cccnc2)cc1 (centres undefined)
  OX1R antag-1: -26
  CHT allo act: i
  OX1R antag-2: 13

Some values from above:
Result for COc1ccc(CNC(=O)C/C(C)=N/NC(=O)c2cc(OC)cc(OC)c2)cc1 under OX1R antag-2: 2
Result for CCCCC1=CC2=CC(=O)C(C)(OC(=O)CC)C(=O)C2=CN1CCN1CCOCC1 (centres undefined) under OX1R antag-2: 35
Result for O=C(O)CCCCCNc1ccc2nsnc2c1[N+](=O)[O-] under OX1R antag-2: 117*
Result for CCN(CC)Cc1c(C(=O)OC(C)C)nnn1-c1nonc1N under OX1R antag-1: -6
Result for CCSc1nnc(NC(=O)Cc2ccc(OC)c(OC)c2)s1 under OX1R antag-1: -11

Following part
SMILES | OX1R antag-1 | CHT allo act | OX1R antag-2
CCOC(=O)C1(Cc2ccccc2C)CCCN(C(=O)COC)C1 (centres undefined) | -1 | i | 20
COc1cccc(CNC(=O)CCC2CCCN(C(=O)C3CCOCC3)C2)c1 (centres undefined) | -4 | i | 23
COc1ccc2[nH]c3c(c2c1)CCNC3c1ccc([N+](=O)[O-])o1 (centres undefined) | 2 | i | 4
Cc1cccc(NS(=O)(=O)c2cc([N+](=O)[O-])ccc2C)n1 | -7 | i | 20
O=C(CSc1nc(=O)n2ccccc2n1)NCc1ccccc1 | -4 | i | -1
CCOC(=O)C(=O)Nc1ccc(S(=O)(=O)Nc2ncccn2)cc1 | 1 | i | 10
Cc1ccc(NCC(=O)N/N=C/c2c[nH]c3ccccc23)cc1 | 6 | i | 24
CN(C)C(=O)COC(=O)c1ccc(S(=O)(=O)NCc2ccco2)cc1 | -14 | i | -3
COc1ccc2sc(-c3ccccc3OC)c(-c3ccc(OC)nc3)c2c1 | -23 | x | 11
Cc1ccc(C(=O)Nc2ccc(C(=O)N3CCCCC3)cc2)o1 | -15 | i | 16
Cc1cc(C)nc(SCC(=O)Nc2ccc(S(=O)(=O)N3CCCCC3)cc2)n1 | -21 | i | 9
COc1ccc(CNC(=S)NNC(=O)c2cc3ccccc3o2)cc1 | -15 | i | 10

Limited to OX1R antag-1 and CHT allo act (seven entries from above):
| Structure | OX1R antag-1 | CHT allo act |
| --- | --- | --- |
| O=C(CSc1nc(=O)n2ccccc2n1)NCc1ccccc1 | -4 | i |
| Cc1ccc(NCC(=O)N/N=C/c2c[nH]c3ccccc23)cc1 | 6 | i |
| Cc1cccc(NS(=O)(=O)c2cc([N+](=O)[O-])ccc2C)n1 | -7 | i |
| Cc1ccc(C(=O)Nc2ccc(C(=O)N3CCCCC3)cc2)o1 | -15 | i |
| Cc1cc(C)nc(SCC(=O)Nc2ccc(S(=O)(=O)N3CCCCC3)cc2)n1 | -21 | i |
| CCOC(=O)C(=O)Nc1ccc(S(=O)(=O)Nc2ncccn2)cc1 | 1 | i |
| COc1ccc2[nH]c3c(c2c1)CCNC3c1ccc([N+](=O)[O-])o1 (centres undefined) | 2 | i |

This is a random part of the collection; 2.5% or so of the library scored in one or more.
